GDH-TPI counter: GDH-TPI coupled enzyme inhibition counter-screen | 360,000 tested, 1.2% active | GDH-TPI coupled enzyme counterscreen, NADH absorbance | inhibition, % at 4.8 µM | AID 588335; in the data active = inhibition above about 30%;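 note: 0% = DMSO wells and 100% = wells lacking the enzyme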
Vc quorum ag: quorum light induction in luxS cqsA deficient V. cholerae | activation, % at 18.7 µM | AID 588436 | V. cholerae BH1578 lux reporter, luminescence, 6 h | 350,000 tested, 0.16% active; in the data active = activation mostly above about 9.7%, no sharp cut-off; note: not every result past the cut was called active; inactives centre near 0; reference of the scale not given here
PfHsp40 yeast: compounds rescuing yeast from Plasmodium falciparum HSP40 toxicity; S. cerevisiae expressing PfHsp40, growth rescue, ATP luminescence; growth rescue, % at 12.5 µM; 340,000 tested, 0.68% active; in the data active = growth rescue above about 28%, passing the limit was not always enough;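 note: yeast W303a lacking pdr1 and pdr3 grown in galactose medium; growth measured after three days at 30 °C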
Y pestis TopoI: Y. pestis Topo-I inhibition via cleavage products; Y. pestis Topo-I cleavage product accumulation, plate reader; activity, % at 10 µM; 360,000 tested, 0.064% active; AID 504884; in the data active = activity above about 50%, passing the limit was not always enough; note: inactives centre near 2
FadD28 binding: blocks FadD28 binding to the bisubstrate probe. fluorescence polarization. inhibition, % at 12.5 µM. 360,000 tested, 0.22% active. AID 588549; in the data active = inhibition above about 8.5%, passing the limit was not always enough
Mtb FBA inh: inhibitors of M. tuberculosis fructose-bisphosphate aldolase; AID 588726; 360,000 tested, 2.3% active; P9WQA3; inhibition, % at 1 µM; purified M. tuberculosis FBA, fluorescence read-out; in the data active = inhibition above about 27%;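 note: 0% = vehicle and 100% = reference inhibitor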
TcdB GH inh: blocks C. difficile toxin B glycohydrolase activity; inhibition, % at 9.99 µM; 350,000 tested, 0.24% active; P18177; TcdB glycohydrolase enzymatic assay, plate reader; in the data active = inhibition above about 10%
Mtb UGM inh: inhibitors of M. tuberculosis UDP-galactopyranose mutase | P9WIQ1 | purified UGM, fluorescence polarization probe displacement | inhibition, % at 10 µM | 320,000 tested, 0.06% active; in the data active = inhibition above about 10%, passing the limit was not always enough
BioA inh: BioA (M. tuberculosis) enzyme inhibition; purified M. tuberculosis BioA enzyme, plate reader; inhibition, % at 9.99 µM; 360,000 tested, 0.096% active; in the data active = inhibition above about 40%
An asterisk follows results filed as active; i = inactive; x = no result given; & = joins results of further samples. Rows were taken by chance; any-hit rate near 4.6%.

SMILES | GDH-TPI counter | Vc quorum ag | PfHsp40 yeast | Y pestis TopoI | FadD28 binding | Mtb FBA inh | TcdB GH inh | Mtb UGM inh | BioA inh
Cc1[nH]c(=O)[nH]c(=O)c1S(=O)(=O)N1CCC(C(=O)N2CCN(c3cccc(C(F)(F)F)c3)CC2)CC1 | 6 | -0.5 | -1.0 | -2 | -1.5 | 1 | 0.4 | -0.9 | x
COc1ccccc1N1CCN(C2CCCN(C(=O)Cn3cccn3)C2)CC1 (stereo not drawn) | 6 | 0.8 | -0.8 | 1 | -0.5 | 1 | -7.6 | 0.4 | 0.8
COc1cc(CN2CCN(Cc3ccc4cc(F)ccc4n3)CC2CCO)cc(OC)c1 (stereo not drawn) | -9 | 3.2 | -1.4 | 10 | -1.7 | -5 | 0.2 | 2.6 | -0.6
O=C1CC(c2ccccc2)Sc2ccccc2N1 (stereo not drawn) | 2 | x | -0.5 | 14 | 1.3 | 2 | x | 1.2 | 0.6
COC(=O)[C@@H]1C[C@H]1[C@@H](NC(=O)c1ccccc1)c1ccccc1 | 9 | i | 0.9 | 5 | -0.7 | 5 | -0.8 | 1.3 | -0.8
CCN(CC)S(=O)(=O)c1cccc(-c2nnc(SCc3nc4ccccc4s3)o2)c1 | -10 | 0.2 | -0.5 | 27 | -2.5 | -3 | x | -1.3 | x
c1ccc(COc2ncnc3c2ncn3CCCN2CCN(c3ncccn3)CC2)cc1 | 14 | -0.3 | x | 21 | -1.7 | 2 | 0.5 | x | x
CCOC(=O)CSc1nc2cc3c(cc2cc1C#N)OCO3 | 2 | 0.7 | -0.3 | 2 | -3.1 | 5 | x | 2.6 | -1.1
Cc1ccc(NC(=O)C2CCCN(S(=O)(=O)c3c(C)noc3/C=C/N(C)C)C2)c(C)c1 (stereo not drawn) | 36* | i | 2.3 | 23 | -0.6 | -2 | 1.0 | -2.3 | -0.3
CNC[C@@H]1Oc2cc(Br)ccc2S(=O)(=O)N([C@@H](C)CO)C[C@H]1C | 1 | 2.4 | x | 15 | -0.9 | -3 | 0.5&-1.2&1.2 | x | 0.1&1.1&3.7
COc1ncccc1C(=O)N1CCC(n2nccc2NC(=O)CC(C)C)CC1 | 8 | i | 10 | -5 | -1.2 | 1 | -1.6 | 2.8 | -4.4
Cc1cc(NC(=O)CSc2nc(-c3ccco3)cc(C(F)(F)F)n2)no1 | 24 | 0.3 | -1.2 | -1 | -0.6 | 4 | x | 1.0 | -1.1
Cc1ccn2c(NC(=O)c3ccco3)c(-c3ccccc3)nc2c1 | 2 | -0.6 | 1.1 | 10 | -0.6 | -1 | x | -1.9 | -0.1
O=C(Nc1cccnc1)c1cc(-c2ccc(F)cc2)on1 | 7 | 2.1 | -0.3 | 2 | -1.9 | 0 | 1.3 | 6.0 | x
COc1cccc(C(=O)OCC(=O)Nc2nnc(-c3ccccc3)o2)c1 | 5 | i | -2.2 | 14 | 0.9 | 3 | -1.8 | 0.8 | x

Two entries from above, set out differently.
| mol | GDH-TPI counter | Vc quorum ag | PfHsp40 yeast | Y pestis TopoI | FadD28 binding | Mtb FBA inh | TcdB GH inh | Mtb UGM inh | BioA inh |
| --- | --- | --- | --- | --- | --- | --- | --- | --- | --- |
| COc1ncccc1C(=O)N1CCC(n2nccc2NC(=O)CC(C)C)CC1 | 8 | i | 10 | -5 | -1.2 | 1 | -1.6 | 2.8 | -4.4 |
| Cc1cc(NC(=O)CSc2nc(-c3ccco3)cc(C(F)(F)F)n2)no1 | 24 | 0.3 | -1.2 | -1 | -0.6 | 4 | x | 1.0 | -1.1 |

Next section
SMILES | GDH-TPI counter | Vc quorum ag | PfHsp40 yeast | Y pestis TopoI | FadD28 binding | Mtb FBA inh | TcdB GH inh | Mtb UGM inh | BioA inh
COc1cc2c(cc1[N+](=O)[O-])-c1ccc([N+](=O)[O-])cc1C2=NO | 7 | -1.4 | x | -30 | 0.6 | 3 | 1.8 | x | -1.8
O=c1c2ccccc2nc(Cc2ccccc2)n1-c1ccc(O)cc1 | 10 | -1.8 | -0.4 | 7 | -0.5 | -1 | 0.0 | 1.4 | x
O=C(c1cc(Br)ccc1Cl)N1CCN(c2ccc(N3CCOCC3)nn2)CC1 | -6 | -4.0 | -3.4 | 18 | 1.6 | 25 | -0.4 | -0.4 | 5.1
O=S(=O)(Nc1cc(Cl)ccc1-n1cncn1)c1cc(Br)ccc1Br | 4 | -0.8 | -2.0 | 9 | -2.9 | 0 | 0.9 | 1.3 | 12
COc1cc(C(=O)NNC(=O)C2CCCC2)cc(OC)c1OC | -3 | -0.4 | -0.3 | 0 | 1.0 | -2 | 1.3 | 0.8 | -4.3
Cc1cc(O)c(C(C)C)cc1NC(=O)c1ccc(Cl)cc1 | 3 | i | 1.6 | -6 | -1.3 | -2 | x | 0.8 | 1.0
O=C(O)c1ccc(CSc2nc3c(c(=O)[nH]2)CCC3)cc1 | 5 | i | x | -6 | 0.1 | 0 | -0.7 | x | -0.5
CCOCCCNC(=S)NCCc1ccccc1 | 3 | -0.3 | -0.4 | 3 | 0.9 | 1 | x | 2.0 | x
COc1ccc(NC(C)=O)cc1NC(=O)CCn1c(=O)sc2ccccc21 | 9 | -7.1 | 0.3 | 7 | -0.8 | -1 | 1.1 | -2.0 | -1.0
O=C(NCCc1ccccc1)c1cnn2c(C(F)F)cc(C3CC3)nc12 | 11 | -0.6 | -0.2 | 2 | -0.6 | 3 | x | 0.6 | 4.8
C/C(CC(=O)NCc1ccco1)=N\NC(=O)CC#N | -1 | i | -0.4 | 0 | -2.3 | 1 | -0.8 | -0.1 | x
O=C(CN1CCN(Cc2cccc(Cl)c2)C1=O)NCc1cccs1 | 6 | -7.9 | -0.3 | 4 | -0.7 | 4 | -0.4 | -1.0 | 0.5
CNC(=S)SCCOc1ccc(C)cc1 | 10 | -0.3 | 2.1 | -2 | -3.1 | 7 | x | 1.1 | x
CCn1cnc2sc(C(=O)O)c(C)c2c1=O | -2 | -0.3 | -0.5 | 4 | -2.0 | 4 | x | 0.3 | -0.2
CC(NC(=O)CN1CCN(Cc2ccc(Cl)cc2)C1=O)c1ccc2c(c1)OCCO2 (stereo not drawn) | 4 | -0.3 | -0.6 | 10 | 0.4 | -2 | 1.7 | 0.8 | 2.0
CCOC(=O)N1CCN(S(=O)(=O)c2ccc(C(=O)Nc3sc4c(c3C(N)=O)CC(C)(C)NC4(C)C)cc2)CC1 | 8 | -4.2 | 2.9 | -4 | -0.6 | -5 | 0.7 | -0.4 | x
CC(=O)Nc1ccc(N/C=C/C(=O)c2ccc(Br)cc2)cc1 | -2 | i | -0.7 | 2 | 0.7 | 1 | x | 1.1 | 1.2
Cc1c(N=Nc2c(-c3ccc([N+](=O)[O-])cc3)[nH]n(C(N)=S)c2=O)cccc1[N+](=O)[O-] | 5 | -0.1 | -1.3 | -9 | -4.2 | -1 | 2.7 | x | x
Cc1ccc(NC(=O)CC2C(=O)NCCN2C(=O)c2ccc(F)cc2)cc1 (stereo not drawn) | -2 | -1.1 | 0.0 | -2 | -0.5 | 8 | 2.0 | -11 | 0.0
Cc1ccccc1S(=O)(=O)N(CC(O)CN1CCCCC1)c1ccccc1 (stereo not drawn) | -3 | -13 | 0.2 | -2 | -3.7 | 2 | 2.4 | -2.6 | -0.8
Nc1nc(SCc2ccccc2)c2ncn(C3OC(CO)C(O)C3O)c2n1 (stereo not drawn) | -1 | i | 0.3 | 0 | -2.5 | -4 | -0.7 | x | 1.4
COC(=O)c1ccc(NC(=O)CSc2nc(=O)cc(N)n2-c2ccccc2)cc1 | -1 | i | -1.2 | -7 | 0.8 | -2 | 1.1 | 0.8 | x
CCc1noc(C)c1C(=O)OCC(=O)Nc1cccc(C)c1 | -6 | -1.3 | 1.0 | 1 | -3.3 | 0 | 0.5 | 1.2 | -5.8
CCCCCCCCCC[n+]1cccc2c3ccccc3ccc21 | 4 | -1.4 | 133* | 20 | -15 | 29* | 1.6 | x | x
O=C(COC(=O)CCNS(=O)(=O)c1ccc(Cl)cc1)NCc1ccco1 | 0 | -0.4 | -1.8 | -10 | -2.1 | -2 | x | 2.4 | -0.5
Cc1cc(OCCN2CCCCCC2)ccc1[N+](=O)[O-] | 12 | -0.3 | -1.4 | -1 | -0.9 | 3 | x | 0.1 | x
CCN(CC)S(=O)(=O)c1ccc2oc(SCC3CN=C(c4ccc(OC)cc4)S3)nc2c1 (stereo not drawn) | 1 | i | -0.3 | 5 | -2.7 | 1 | x | 0.9 | 0.7
Cc1cc(C)c(C)c(S(=O)(=O)N2CCN(c3ccccn3)CC2)c1C | -1 | i | 0.7 | 41 | -1.5 | 0 | 1.4 | -1.6 | 0.9
COc1ccc(-c2coc3c(C(=O)N4CCN(C)CC4)cccc23)c(C)c1 | 5 | 0.5 | x | 10 | -2.0 | 6 | 0.6 | x | 0.1
O=C(COC(=O)c1ccc(Cl)nc1)NCCc1ccc(F)cc1 | -1 | i | 0.9 | -2 | -1.8 | 4 | 3.2 | -0.4 | -0.9

Copied from the list:
Value for COc1ccccc1N1CCN(C2CCCN(C(=O)Cn3cccn3)C2)CC1 (stereo not drawn) under Mtb UGM inh: 0.4
Value for Cc1ccc(NC(=O)C2CCCN(S(=O)(=O)c3c(C)noc3/C=C/N(C)C)C2)c(C)c1 (stereo not drawn) under PfHsp40 yeast: 2.3
Value for Cc1c(N=Nc2c(-c3ccc([N+](=O)[O-])cc3)[nH]n(C(N)=S)c2=O)cccc1[N+](=O)[O-] under Vc quorum ag: -0.1

Carrying on.
SMILES | GDH-TPI counter | Vc quorum ag | PfHsp40 yeast | Y pestis TopoI | FadD28 binding | Mtb FBA inh | TcdB GH inh | Mtb UGM inh | BioA inh
O=C(Nc1ccc2c(c1)CCC2)c1cccs1 | 1 | 1.3 | 2.7 | -10 | -4.8 | 3 | 3.7 | 1.6 | 3.5
CCCCN(C)S(=O)(=O)c1cc2c(cc1Br)CCN2C(=O)C1CC1 | 4 | -1.6 | 123* | 38 | -3.5 | 0 | 2.2 | x | 0.5
CCOC(=O)c1c(-c2ccccc2)csc1NC(=O)CSc1ccccc1 | -1 | -0.6 | -0.6 | 19 | -1.7 | 2 | x | -1.6 | x
Cc1ncc(CO)c(/C=N/NC(=O)c2ccccc2Br)c1O | 0 | i | 0.5 | 1 | -2.4 | 21 | -8.4 | 0.9 | x
Cc1ccc(NC(=O)CCC(=O)NCCO)cc1 | -3 | x | -1.0 | -1 | -1.2 | 0 | x | -2.0 | -2.4
COc1ccccc1CNCc1ccc2c(c1)OCO2 | 5 | i | x | 8 | -0.1 | -1 | -0.4 | x | -0.2
CCNC(=O)C1(C)CCN(C(=O)c2ccc(C(F)(F)F)cc2)C1 (stereo not drawn) | 5 | i | x | -7 | -3.9 | 0 | 6.5 | x | -0.6
Cc1ccc(NC(=S)N2CCN(Cc3ccc4c(c3)OCO4)CC2)c(C)c1 | 1 | i | -0.8 | 4 | -2.9 | 0 | 1.5 | -0.6 | 3.4
COc1cc(C(=S)N2CCCC2)cc(OC)c1OC | -2 | -0.5 | 0.6 | -7 | -0.7 | -1 | 1.2 | 0.0 | x
Cc1ccc(C2NC(c3ccc(C)cc3)C([N+](=O)[O-])C(C)(C)C2[N+](=O)[O-])cc1 (stereo not drawn) | 1 | -0.4 | 0.1 | 2 | -1.6 | 0 | 0.4 | 2.1 | x
COc1cc2sc(C)nc2c2ccccc12 | -14 | i | 1.9 | 5 | -2.7 | 1 | -0.2 | 2.5 | -0.5
CC1(C)NC(=O)N(CC(=O)N2CCN(S(=O)(=O)c3cc(Cl)ccc3Cl)CC2)C1=O | 2 | -0.3 | -0.1 | 5 | -0.3 | -3 | -0.2 | -0.1 | 1.4
COc1ccc(C(=O)Nc2ccccc2C(=O)N/N=C/c2cccc3ccccc23)cc1 | 15 | 1.4 | -1.8 | 4 | 0.7 | 4 | x | -4.9 | x
CCN(CC)Cc1ccc(OC)c(Cl)c1 | -7 | -2.6 | x | 10 | -0.9 | 1 | 0.3 | 2.3 | -0.5
CC(=O)c1ccc(OCCNS(=O)(=O)c2ccc(-n3cnnn3)c(C)c2)cc1 | 4 | -0.3 | -1.2 | -4 | -3.7 | 1 | 4.0 | 1.3 | 0.3
Nc1ncnc2c1ccn2[C@H]1CN(Cc2ccc(Cl)cc2)C[C@@H](CO)O1 | 0 | i | x | 8 | -1.1 | 1 | 1.1 | x | 1.7
Cn1c(=NC(=O)CSCC(=O)N2CCCCC2)sc2ccccc21 | 10 | 0.4 | -0.5 | 1 | -1.3 | 0 | x | 2.2 | 0.9
CC(C)OC(=O)CC1C(=O)NCCN1C(=S)NC(=O)c1ccc(F)cc1 (stereo not drawn) | 2 | i | -0.6 | 0 | 0.1 | 2 | 2.0 | 0.3 | -0.4

From PubChem BioAssay
